# Screens (PubChem BioAssay)
# ELG1 DNA repair – inhibitors of ELG1-dependent DNA repair in HEK293T cells; HEK293T ELG1-luciferase reporter, luminescence, 16 h; DNA damage induced by 5-fluorouridine; Potency, µM (highest dose often 46.1 µM), for the others: at the highest dose activity change, negative = inhibition, usual class: inhibitors; hit rate 2.3% among 330,000; AID 504467; further: potency means the concentration at half of the fitted maximal effect; on the % scale 0 is the no-effect control and ±100 the full control effect; nearly all actives have a fitted effect of over 55% in size
#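 In this reporter screen, reduction of luminescence relative to DMSO vehicle indicated activity. Compounds and 5-fluorouridine were added together to 2,000 cells per well, incubated for 16 hr at 37 °C, then developed with ONE-Glo.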
# NPC1 prom act – activates the NPC1 promoter. Potency, µM (top dose mostly 9.22 µM), for inactives: top-dose activation, most hits filed as activators. AID 485313. Huh7 NPC1 promoter luciferase reporter, 24 h. hit rate 2.4% among 320,000;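 further: potency means the concentration at half of the fitted maximal effect; % of control where 0% means no effect; nearly all actives have a fitted effect of over 60% in size; reporter is driven by a mutant NPC1 promoter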
#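 Huh7 reporter cells (NPC1 promoter driving luciferase) are dosed with compound for 24 h at 37 °C, 5% CO2; luciferase detection reagent is then added and luminescence measured after 10 min at ambient temperature.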
# FLuc modulator – inhibits or activates purified firefly luciferase, miR-21 counter-screen; P08659; purified FLuc, Km substrates, luminescence inhibition; Potency, µM (top dose mostly 57.5 µM), inactives show at the highest dose activity change, negative = inhibition, most hits filed as inhibitors; hit rate 6.9% among 360,000; AID 588342;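 further: potency means the concentration at half of the fitted maximal effect; plate controls were vehicle for no effect and reference inhibitor for full effect; nearly all actives have a fitted effect of over 55% in size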
#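 Biochemical qHTS of compounds, final roughly 60 µM downward over six points, against 10 nM purified firefly luciferase using Km concentrations of substrates (10 uM D-luciferin, 10 uM ATP) in Tris acetate pH 7.5 buffer; luminescence output.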
# PKM2 act – increases activity of human pyruvate kinase M2 | purified PKM2, Kinase-Glo ATP luminescence, activation; response scale: 0% is enzyme alone, no compound | Potency, µM (highest dose often 57.5 µM), for the others: at the top dose activation, hits mostly activators | hit rate 0.34% among 260,000; further: potency means the concentration at half of the fitted maximal effect; on the % scale 0 is the no-effect control and ±100 the full control effect; nearly all actives have a fitted effect of over 55% in size
# Target sequence (P14618 whole entry, looked up): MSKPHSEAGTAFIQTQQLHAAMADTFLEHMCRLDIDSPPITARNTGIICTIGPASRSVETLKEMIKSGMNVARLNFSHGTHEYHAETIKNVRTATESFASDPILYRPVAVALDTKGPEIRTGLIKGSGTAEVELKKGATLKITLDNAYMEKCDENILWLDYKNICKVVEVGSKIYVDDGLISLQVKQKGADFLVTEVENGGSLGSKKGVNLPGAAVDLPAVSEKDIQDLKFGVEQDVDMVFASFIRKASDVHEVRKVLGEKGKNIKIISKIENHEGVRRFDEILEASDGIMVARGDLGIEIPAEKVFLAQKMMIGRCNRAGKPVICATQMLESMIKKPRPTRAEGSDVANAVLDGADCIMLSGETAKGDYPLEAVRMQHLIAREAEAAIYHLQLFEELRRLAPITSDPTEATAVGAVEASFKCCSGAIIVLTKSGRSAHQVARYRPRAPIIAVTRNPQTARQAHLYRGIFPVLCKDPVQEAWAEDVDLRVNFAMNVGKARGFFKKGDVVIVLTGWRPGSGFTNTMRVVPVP
#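 hPK-M2, >95% pure; 0.1 mM ADP / 0.5 mM PEP final; imidazole pH7.2 buffer w/ 7 mM MgCl2, 50 mM KCl; 1 h RT; Kinase-Glo lum. Intermediate enzyme activity for dual inhibitor/activator qHTS.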
# RORg inh – blocks mouse ROR gamma transcriptional activity; hit rate 5.4% among 310,000; Drosophila S2 Gal4-RORgamma UAS-luciferase reporter, 20 h; AID 2551; Potency, µM (top dose mostly 53.6 µM), without a hit: top-dose activity change, negative = inhibition, most hits filed as inhibitors; further: potency means the concentration at half of the fitted maximal effect; on the % scale 0 is the no-effect control and ±100 the full control effect; nearly all actives have a fitted effect of over 60% in size
# Target sequence (P51450 whole entry, looked up, the tested form may be a part): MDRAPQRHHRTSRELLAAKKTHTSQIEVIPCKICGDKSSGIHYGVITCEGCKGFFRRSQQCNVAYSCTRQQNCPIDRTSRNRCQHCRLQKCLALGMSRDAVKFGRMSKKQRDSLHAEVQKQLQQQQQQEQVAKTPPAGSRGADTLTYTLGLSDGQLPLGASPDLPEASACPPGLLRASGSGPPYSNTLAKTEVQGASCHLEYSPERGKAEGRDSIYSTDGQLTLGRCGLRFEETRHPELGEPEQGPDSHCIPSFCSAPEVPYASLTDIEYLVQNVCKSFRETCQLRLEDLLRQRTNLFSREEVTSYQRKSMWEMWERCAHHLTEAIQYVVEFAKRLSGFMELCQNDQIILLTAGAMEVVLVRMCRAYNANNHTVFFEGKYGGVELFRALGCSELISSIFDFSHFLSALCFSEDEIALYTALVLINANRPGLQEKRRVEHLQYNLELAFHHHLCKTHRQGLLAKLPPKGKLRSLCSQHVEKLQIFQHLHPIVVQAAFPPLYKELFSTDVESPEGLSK
#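 ROR gamma transcriptional activity was tracked as Gal4-UAS luciferase output in stably transfected Drosophila Schneider cells, with compound added 1 hr before 700 uM copper sulfate induction and a 20 hr ambient-temperature incubation.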
# MBNL1 CUG block – blocks human MBNL1 binding to CUG repeat RNA | Q9NR56 | TR-FRET MBNL1-His/biotin-(CUG)12 binding, 665/545 ratio | Potency, µM (doses to about 57.5 µM), for the others: at the highest dose activity change, negative = inhibition, hits mostly inhibitors | hit rate 0.036% among 280,000; active means well fitted inhibition curve with a large enough effect in the signal ratio, with a control signal flat, not every such curve was filed as active; inconclusive means small, poorly fitted or top-dose-only effect, or effect the other way, or a change in a side signal; inactive means no such curve, though single readings can be large or run the other way; the % refers to the signal ratio; further: potency means the concentration at half of the fitted maximal effect; on the % scale 0 is the no-effect control and ±100 the full control effect
#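 His-tagged MBNL1 binding to biotinylated (CUG)12 RNA was measured by TR-FRET using terbium anti-His antibody (0.055 ng/ul final) and streptavidin-XL665 (5 nM final). Compounds were titrated 92 nM to 58 uM; 60 min at room temperature.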
# Menin-MLL TR inh – menin-MLL binding inhibition, Texas Red mutant peptide; O00255; Menin + Texas Red MLL mutant peptide, fluorescence polarization; Potency, µM (titrated, usually from 61.6 µM), for inactives: at the top dose FP activity change, negative = inhibition, actives largely listed as inhibitors; hit rate 0.23% among 270,000; AID 1768; active means well fitted inhibition curve with a large enough effect in the polarisation, with a control signal flat, not every such curve was filed as active; inconclusive means small, poorly fitted or top-dose-only effect, or effect the other way, or a change in a side signal; inactive means no such curve, though single readings can be large or run the other way; the % refers to the polarisation; further: potency means the concentration at half of the fitted maximal effect; % of control where 0% means no effect; many of its hits are not listed in these tables
# Rab9 promoter act – activators of Rab9 promoter | hit rate 2.8% among 320,000 | AID 485297 | Potency, µM (doses to about 9.22 µM), inactives show at the highest dose activation, negative = inhibition, actives largely listed as activators | Huh7 Rab9 promoter-luciferase reporter, luminescence, 24 h; further: potency means the concentration at half of the fitted maximal effect; % of control where 0% means no effect; nearly all actives have a fitted effect of over 60% in size
#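 Huh7 cells stably carrying Rab9 promoter–luciferase reporter, plated 1500 cells/well, compound added after 2 h and incubated 24 h at 37 °C; luciferase luminescence then read after 10 min with detection reagent.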
# KCNH2 3.1 block – KCNH2 3.1 (human) potassium channel inhibition; U2OS KCNH2 3.1, thallium flux FluxOr; hits give low values; activity change, % (tested at about 1.8 µM); hit rate 0.95% among 340,000;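 active means maximum activity change below -70%; inconclusive means maximum activity change from -70% to -50%; inactive means maximum activity change above -50%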;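 further: thallium influx rate constant from kinetic fluorescence after stimulation buffer; on the % scale 0 is the no-effect control and ±100 the full control effect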
#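 U2OS cells transduced with KCNH2 3.1 mutant virus (1.77 x 10^8 /mL, 4 h), plated overnight at 37 C, loaded 45 min with FluxOr dye plus Red40 quencher. Thallium flux rate constant from kinetic reads after stimulation buffer, normalised to controls.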
# Mito fusion yeast – inhibitors of mitochondrial division or activators of mitochondrial fusion; S. cerevisiae fusion-defective mutant growth rescue, CellTiterGlo 48 h; Potency, µM (highest dose often 46.1 µM), inactives show at the highest dose growth rescue (activation), actives largely listed as activators; hit rate 0.23% among 320,000;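 further: potency means the concentration at half of the fitted maximal effect; % of control where 0% means no effect; nearly all actives have a fitted effect of over 45% in size; temperature-sensitive fusion mutants such as fzo1-1 at 37 °C on non-fermentable ethanol glycerol medium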
#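 Growth-rescue viability read-out: after 48 h at the non-permissive 37C in glycerol/ethanol YPEG, yeast mitochondrial fusion mutants are measured by CellTiterGlo luminescence; compounds (23 nl pinned per well) restoring growth score as division inhibitors or fusion activators.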
# Gal4-VP16 FLuc – counter-screen for ROR gamma inhibitors: Gal4-VP16 reporter; Drosophila S2 Gal4-VP16 UAS-luciferase, luminescence, 20 h; Potency, µM (highest dose often 53.6 µM), inactives show at the highest dose activity, negative = inhibition, actives largely listed as inhibitors; hit rate 3.5% among 310,000;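 further: Gal4-VP16 expression switched on by copper sulfate through the metallothionein promoter; potency means the concentration at half of the fitted maximal effect; on the % scale 0 is the no-effect control and ±100 the full control effect; nearly all actives have a fitted effect of over 50% in size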
# * = called active by the depositor; ? = inconclusive; . = no result given; & = joins results of further samples; [ ] = remark or other dose. Unless noted, the call rests on the fitted dose curve; in most records, active means well fitted curve in the direction sought with a large enough effect; inconclusive means small, poorly fitted or top-dose-only effect, or another doubt; inactive means no such curve, though single readings can be large; an effect the other way counts as inactive or inconclusive.
SMILES,ELG1 DNA repair,NPC1 prom act,FLuc modulator,PKM2 act,RORg inh,MBNL1 CUG block,Menin-MLL TR inh,Rab9 promoter act,KCNH2 3.1 block,Mito fusion yeast,Gal4-VP16 FLuc
COc1nnc(-c2ccc(N3CCOCC3)c(NC(=O)c3ccccc3)c2)c2ccccc12,?,-2%,2%,0%,-2%,8%,-2%,-1%,0,14%,0%
CC(=O)c1cccc(Nc2nc3ccccc3n3cnnc23)c1,-13%,3%,-27%,.,21%,8%,13%,18%,9,?,-17%
Cc1oc(-c2cccc(Cl)c2)nc1CSc1nc2c(c(=O)[nH]1)CCC2,3%,-1%,0%,-3%,-28%,-22%,-9%,-5%,1,2%,-3%
O=C(/C=C/c1c(F)cccc1Cl)NCCCN1CCOCC1,24%,-2%,0%,1%,-39%,5%,-2%,3%,-8,-4%,4%
CNC(=O)c1[nH]cnc1C(=O)Nc1ccccc1,?,12%,-18%,.,.,.,.,1%,.,-1%,.
Nc1cc(N)nc(SCCc2ccccc2)n1,-4%,22%,?,-1%,43%,-2%,-9%,16%,-2,10%,16%
O=C(CNC(=O)Cc1cccc2ccccc12)NCc1ccc(F)cc1,3%,0%,1%,-1%,2%,9%,-17%,4%,-15,20%,-21%
O=C1CCC(=O)N1CCCCCc1nc(-c2ccccc2)no1,?,18%,?,-6%,?,5%,0%,?,11,3%,3%
O=C(CCC1CCCC1)N1CCN(C(=O)c2cccnc2)CC1,3%,5%,0%,1%,-1%,-5%,-7%,1%,6,-1%,-8%
COc1ccc(N(C)C(=O)c2cc3c(s2)-c2ccccc2S(=O)(=O)C3)cc1,?,0%,0%,-1%,-3%,?,.,-2%,5,6%,-15%
COCCn1c(N)c(N(Cc2ccccc2)C(=O)C2CCCCC2)c(=O)[nH]c1=O,10%,2%,-2%,-17%,-13%,-2%,-7%,1%,6,-18%,0%
NC(=O)C1CCN(c2ccc(C(F)(F)F)cn2)CC1,7%,1%,-3%,12%,2%,1%,-1%,-2%,7,2%,-8%
CCSc1nnc(NC(=O)c2cc(C)nc3ccccc23)s1,1%,-3%,4%,-5%,-8%,-1%,-2%,-5%,4,2%,-7%
COC(=O)CN(c1ccccc1F)S(=O)(=O)c1ccccc1,2%,0%,6%,-4%,0%,?,-15%,-1%,-12,8%,12%
CCN(CC1COc2ccccc2O1)C(=S)NCCCN(C)C (stereo unspecified),19%,-1%,-1%,-8%,-13%,2%,-6%,-4%,5,-4%,-1%
COc1cccc(C(=O)c2c[nH]c(C(=O)NCc3cccnc3)c2)c1,-20%,0%,4%,6%,3%,-4%,6%,1%,-7,-6%,8%
O=C(O)/C=C/C(=O)Nc1ccc(OC(F)(F)F)cc1Br,18%,-1%,-3%,-1%,23%,-12%,.,0%,11,-1%,1%
COc1ccc(CCNC(=O)C2CCC(C(C)(C)C)CC2)cc1OC (stereo unspecified),-14%,-4%,4%,-1%,15%,3%,.,-3%,5,1%,-14%
CCCCN(C(=O)c1ccc(C)cc1)c1c(N)n(CCC)c(=O)[nH]c1=O,5%,-3%,2%,0%,7%,-6%,-27%,2%,-3,-42%[inhibitor],2%
CC(OC(=O)CN1C(=O)NC2(CCCCC2C)C1=O)c1ccccc1 (stereo unspecified),-14%,-1%,1%,.,.,.,.,-3%,21,0%,.
Cc1ccc(C(=O)C(C)OC(=O)Cc2c[nH]c3ccccc23)cc1 (stereo unspecified),?,-4%,-11%,.,.,.,.,-2%,9,23%,.
COc1ccc(C(=O)N2CCOC2CNC(=O)C(=O)NCCc2ccc(OC)c(OC)c2)cc1 (stereo unspecified),-10%,0%,0%,0%,-21%,4%,-5%,0%,-13,-1%,-1%
O=C(CSc1nnc(SCc2ccccc2)s1)N/N=C/C=C/c1ccco1,11%,-1%,?,?,-40%,.,?,-2%,-1,5%,?
COc1ccc(NC(=O)CN(C)CC(=O)Nc2ccc(N3CCOCC3)cc2)c([N+](=O)[O-])c1,-27%,0%,-8%,-1%,19%,?,-20%,1%,-16,-14%,-6%[10 µM]
CC(C)(C)OC(=O)N1CCC[C@H]1c1nnc(SC/C=C/c2ccccc2)o1,-15%,0%,-5%,-12%,38%,1%,?,9%,14,9%,-1%
COc1cc(C(C)=O)ccc1OCCN1CCC(Cc2ccccc2)CC1,5%,-3%,-1%,3%,-4%,-14%,?,-9%,?,1%,-8%
COc1cccc(OC)c1OCCNC(C)(C)C,-3%,-5%,2%,0%,4%,-7%,2%,5%,-7,0%,-11%
N/C(=N\OC(=O)c1cccc([N+](=O)[O-])c1)c1ccccn1,?,?,5.4µM*,-29%,?,.,-12%,3.5µM*,2,5%,-12%
O=C(Cc1cccs1)NC1CCCC1,3%,0%,2%,0%,-1%,4%,1%,-7%,2,2%,-7%
CCn1c(SCC(=O)N2CCCc3ccccc32)nc2c1c(=O)n(C)c(=O)n2C,?,-6%,2%,-1%,26%,-6%,?,-5%,22,6%,-4%
CS(=O)(=O)c1ccc(NC(=O)CCN2C(=O)NC3(CCCC3)C2=O)cc1,20%,-3%,-2%,.,.,.,.,-1%,9,1%,.
Cc1ccc2nc(-c3cccnc3)c(Nc3ccccc3C)n2c1,-32%,1%,-1%&-11%,1%,-6%,-2%,0%,-10%,-4,1%,2%
COc1ccc(C2=NN(C(=O)CCC(=O)O)C(c3ccc([N+](=O)[O-])cc3)C2)cc1 (stereo unspecified),-5%,6%,3%,-4%[11.5 µM],16%,?,-1%,-1%,19,1%,-7%
Cc1ccc(-n2ncc3c(=O)n(CC(=O)NCC4CCCO4)cnc32)cc1 (stereo unspecified),?,-1%,?,0%,1%,2%,-4%,2%,-3,0%,-2%
C#CCn1c(O)c(N=NC(=O)CNC(=O)c2cccnc2)c2ccccc21,?,2%,-1%,.,-22%,?,-8%,-5%,8,3%,2%
CCN(CC)S(=O)(=O)c1ccc(NN)nc1,?,-12%,-2%,16%,4.5µM*,-4%,?,-4%,-9,1%,18µM*
CN(Cc1nc(-c2ccncc2)no1)S(=O)(=O)c1ccc(Br)cc1,-11%,-4%,3%,-3%,11%,1%,-29%,0%,3,16%,-2%
CCOC(=O)N1CCC(N2C(=O)c3cc(C(=O)NC4CCCCC4)ccc3C2O)CC1 (stereo unspecified),1%,-5%,7%,0%,2%,1%,-2%[11.7 µM],0%,0,-3%,-1%
CNCc1ccccc1OCc1ccccc1F,-8%,1%,0%,2%,-20%,1%,2%,0%,15,1%,5%
Cc1cc(C)c(S(=O)(=O)c2ccccc2)c(OC(=O)c2c(Cl)cc(Cl)cc2Cl)n1,3%,2%,-1%,-18%,1%,9%,5%,-7%,-30,0%,-4%
CCN(CC)C(=O)C1CCCN(Cc2ccc(OC)c(C)c2C)C1 (stereo unspecified),-13%,-3%,0%,-1%,25%,8%,-27%,-2%,-13,-1%,-86%
COc1cccc(CN2CCCN(S(=O)(=O)c3ccc(Br)cc3)CC2)c1,-8%,-1%,0%,-5%,?,-9%,-15%,-1%,4,-3%,-8%
O=C(Nc1ccc2nc(-c3ccc(Br)o3)[nH]c2c1)c1cccs1,9%,0%,4.3µM*,3%,?,8%,?,23%,1,0%,-13%
Cn1nnnc1SCC(=O)Nc1nn(-c2ccccc2)nc1C(N)=O,?,-8%,-10%,.,27%,-2%,?,0%,3,0%,-17%
CCOC(=O)CC(=O)CSc1nc(C)cc(C)c1C#N,12%,-3%,-16%,-2%,1%,4%,-4%,-11%,?,0%,1%[0.365 µM]
CCCCOCCCNC(=O)N[C@@H](CC(C)C)C(=O)O,8%,-3%,3%,4%,-11%[0.365 µM],4%,2%,1%,-3,-2%,.
CCn1c(CSc2nc3ccccc3s2)nnc1SCC(=O)NCC(=O)OC,0%,-3%,1%,2%,-3%,0%,-9%,-6%,8,-3%,8%
COc1ccc(/C=C/C(=O)OCC(=O)Nc2cccc(C(C)=O)c2)cc1,-4%,-2%,?,-6%,-8%[10 µM],.,-18%,-3%,-4,-2%,0%

# Not all compounds are listed; count on the stated rates, not on these rows.
